# mHTT CaM bind: mutant huntingtin-calmodulin interaction inhibitors – biochemical, AlphaScreen, primary screen; AlphaScreen His-mHTT/GST-CaM binding, luminescence; inhibition, % at 15 µM; P42858; hit rate 3.6% among 190,000;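 further: 0% = both proteins with DMSO and 100% = one protein alone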
# Pf apPOL inh: Pf-apPOL inhibitors, biochemical, fluorescence. Plasmodium falciparum apicoplast DNA polymerase (apPOL). Recombinant Pf-apPOL, molecular beacon fluorescence, 1.5 h. inhibition, % at 10 µM. hit rate 0.25% among 210,000. AID 1794808, 2022
# Starred values were filed as active, the others as inactive; i = inactive; / = not tested or not shown; & = joins results of further samples. No stated cut-off is given here; in the data, active means inhibition above about 50%; inactive means the rest. Compounds as they come; 3.6% or so of the library scored in one or more.
SMILES	mHTT CaM bind	Pf apPOL inh
Cc1c(N=C2C(=O)Nc3ccccc32)c(=O)n(-c2ccccc2)n1C	6.0	4.2
CCCN1C(=O)C(C)(C)COc2cc(NC(=O)C34CC5CC(CC(C5)C3)C4)ccc21	8.2	2.1
Nc1nnc(CCC(=O)O)s1	0.7	/
N/C(Cc1cccs1)=N\OC(=O)COc1ccccc1Cl	i	-12.4
CCOc1cc(-c2cc(=O)c3ccccc3o2)ccc1O	9.1	-4.6
CN(C)C(CNC(=O)c1ccccc1C(F)(F)F)c1cn(C)c2ccccc12 (stereo not drawn)	-16.2	-6.8
CC(C)(CCl)C(=O)N1CCN(c2cc(Oc3ccc(F)c(F)c3)ncn2)CC1	6.2	-3.8
Cc1cc(O)cc2c1C(=O)C(=Cc1cccc(F)c1)O2	-1.2&8.0	-10.7&0.8

# The results go on.
SMILES	mHTT CaM bind	Pf apPOL inh
CC(C)c1noc(C2(NC(=O)c3ccc(F)cc3)CCCCC2)n1	-1.1	4.6
Cc1cccc(NC2CC(=O)N(c3ccc(F)cc3)C2=O)c1 (stereo not drawn)	-7.6	-1.7
CCc1ccc(NS(=O)(=O)c2ccc3c(c2)CC(C)N3C(C)=O)cc1 (stereo not drawn)	6.0	-8.5
O=C1C2C3C=CC(C3)C2C(=O)N1CCN1CCN(Cc2ccc([N+](=O)[O-])cc2)CC1 (stereo not drawn)	-25.4&-3.1	-2.9&-4.4
CCCC[n+]1c(C)sc2ccccc21	1.3	/
Cc1cccc(-c2noc(-c3ccc(Br)o3)n2)c1	-39.6	-2.7
COc1ccc(CCNS(=O)(=O)c2ccc([N+](=O)[O-])cc2)cc1	7.9	-1.7
Cc1ccc(C2C(=O)N(C3CCCC(C)C3C)CC(=O)N2Cc2cccs2)cc1 (stereo not drawn)	1.0	-6.3

# More compounds follow:
SMILES	mHTT CaM bind	Pf apPOL inh
CCCCNC(=O)C1CCCN(C(=O)c2cc(C)cc(C)c2)C1 (stereo not drawn)	-2.2	4.5
COc1ccc(C(=O)Nc2ccc(C)c(Cl)c2)cc1	-9.6	-6.0
Cn1ccc2cc(CCC(=O)NCc3ccncc3)ccc21	2.4	0.3
O=S(=O)(NC1CCN(Cc2ccccc2)CC1)c1ccc(Cl)cc1	/	-2.1
COc1cccc(-c2sc3ccc(OC)cc3c2-c2ccc(SC)cc2)c1	-16.5	-10.4
O=S(=O)(Nc1ccccc1)c1ccc(F)cc1	-10.6	6.7
CN(C)c1ccc(CN2CCN(c3ccc([N+](=O)[O-])cc3)CC2)cc1	37.5	-4.6
O=C(CSc1ncccn1)NCc1cc(-c2cccs2)on1	-3.1	-3.0

# (continued)
SMILES	mHTT CaM bind	Pf apPOL inh
COc1cc(NC(=O)N2CCCC2c2cccc(F)c2)cc(OC)c1OC (stereo not drawn)	-1.8	-4.2
Cc1cc(NS(=O)(=O)c2ccc(Cl)s2)no1	/	2.3&-0.1
CCc1cc(C2CCCN2Cc2ccc(O)c(OC)c2)on1 (stereo not drawn)	-2.9	-4.6
CCOc1ccccc1NC(=O)Nc1ccccc1	-3.0	0.3
CC(C)(C)CC(=O)NC(C)(C)C	/	-2.2
CCOc1cc(C=C(C#N)c2nc(-c3cc4ccccc4oc3=O)cs2)ccc1OC(C)C	-1.3	-7.8
Cc1ccsc1C(=O)N1CCc2nc3cc[nH]n3c(=O)c2C1	-1.3	-2.0
Cc1cccc(C(=O)N2CCCC(c3nc(-c4cccnc4)n[nH]3)C2)c1 (stereo not drawn)	-8.0	-4.9

# Following part:
SMILES	mHTT CaM bind	Pf apPOL inh
COCCNC(=O)C1CC(c2ccc(OC)cc2)=NO1 (stereo not drawn)	-4.3	-5.6
COc1ccc(NC(=O)Cn2cc(-c3ccc(F)cc3)oc2=O)cc1	-3.7	-0.5
COc1ccc(CC(=O)N2CCCC(c3noc(-c4cccc(F)c4)n3)C2)cc1OC (stereo not drawn)	25.5	-4.6
O=C(CSc1nnc(CCc2nc3ccccc3[nH]2)o1)Nc1cccc2nsnc12	15.1	-3.3
CCn1c2ccccc2c2nnc(SCC(=O)NC(C)c3ccccc3)nc21 (stereo not drawn)	4.0	1.0
COCCNC(=O)C1(C)CCC(=O)N1c1ccc(OC)cc1 (stereo not drawn)	-5.3	3.2
CCN1C(=O)C(C)(C(=O)NCc2ccco2)Oc2cccnc21 (stereo not drawn)	4.3	0.3
CC1CCCCC1NC(=O)c1ccc2c(c1)NC(=O)C(N1CCCCC1)S2 (stereo not drawn)	13.0	-10.8

# The results go on.
SMILES	mHTT CaM bind	Pf apPOL inh
O=C1NC(c2ccc(-c3ccc(F)cc3)o2)Nc2sc3c(c21)CCCC3 (stereo not drawn)	63.0*	19.0
COc1ccc(Oc2ccc(NC(=O)Cc3cccs3)cn2)cc1	/	-7.4
O=C(Nc1ccc(-c2nc3ncccc3o2)cc1)c1ccc(-c2ccc(F)cc2)o1	2.0	1.9
O=c1oc2ccccc2c(N2CCOCC2)c1[N+](=O)[O-]	2.0	1.0
O=C(N1N=CCC1c1ccccc1)C12CC3CC(CC(C3)C1)C2 (stereo not drawn)	-2.8	-1.4
CC(C)c1ccc(NC(=O)CSc2nccc(-c3cccnc3)n2)cc1	/	-19.2
CCCN1CCC(=O)N([C@H](CSc2ccccc2)c2ccccc2)CC1	33.9	-6.6
Cc1ccc(-n2c(=O)n(CC(=O)NC(C)(C)C)c3cccnc32)cc1	-3.8	6.8

# (continued)
SMILES	mHTT CaM bind	Pf apPOL inh
COc1ccc(CCNC2=NCCS2)cc1OC	/	-6.3
Fc1ccc(OCc2noc(-c3cccc(Cl)c3)n2)cc1	-29.5	6.3
Cc1ccc2[nH]cc(CCN3CC(C(=O)Nc4ccccc4Cl)CC3=O)c2c1 (stereo not drawn)	44.6	3.2
Cc1cccc(C2NC(=O)c3c(sc4c3CCCC4)N2)c1O (stereo not drawn)	6.0	4.2
N#CCn1nc(-c2ccc3c(c2)OCO3)ccc1=O	-0.3	-5.2
CCCc1noc(-c2ccc(OC)c(OC)c2)n1	-11.1	11.6
O=C(CSc1nc2ccccc2[nH]1)NCCC1=CCCCC1	1.0	-4.3
CN(C)c1oc(-c2ccccc2)nc1S(=O)(=O)c1ccccc1	1.0	-0.8

# Additional records:
SMILES	mHTT CaM bind	Pf apPOL inh
CCC(Sc1nc(C)cc(C)c1C#N)C(=O)Nc1cc(C)on1 (stereo not drawn)	-2.0	-7.5
CC(C)CC1=NN(C(=O)c2ccccc2Br)C(O)(C(F)(F)F)C1 (stereo not drawn)	-11.0	-2.0
O=C(c1cc2c(s1)CCC(C(=O)N1CCN(c3ccccc3)CC1)C2)N1CCCC1 (stereo not drawn)	13.6	-2.6
c1ccc(-c2nnc(N3CCOCC3)nc2-c2ccccc2)cc1	2.3	0.1
OCc1cc(CO)c(O)c(CCc2ccccc2)n1	2.0	-2.5
COc1cc(C(=O)O/N=C(\N)c2cccnc2)cc(OC)c1OC	i	-0.1
C[C@H]1[C@@H](O)CC[C@@]23CCCN2C(=O)CCC[C@@H]13	0.8	0.9
O=C(NC1CCCCCCC1)C1c2ccccc2C(=O)N1CCCN1CCOCC1 (stereo not drawn)	2.0	-7.9

# Going on with the list.
SMILES	mHTT CaM bind	Pf apPOL inh
COc1ccc(CCNC(=O)C2c3ccccc3C(=O)N2CCC(C)C)cc1OC (stereo not drawn)	-7.0	-15.3
COc1cccc(NC(=O)C2CCN(c3nc4ccc(-c5cncnc5)nc4s3)CC2)c1	10.8	-0.1
CCOc1cc(C(=O)NCCc2cc3cc(C)c(C)cc3[nH]c2=O)cc(OCC)c1OCC	1.0	-2.1
CS(=O)(=O)N(CC(=O)N1CCN(c2ccccc2F)CC1)c1ccccc1Cl	5.5	-25.1
CCc1ccc(N2C(=O)CCC2(C)C(=O)NC2CCCC2)cc1 (stereo not drawn)	4.2	-4.8
O=C(NCc1ccc(-n2ccnc2)cc1)c1ccsc1	-0.3	-0.2
CCCCc1nc2oc(C(=O)c3ccccc3)c(N)c2c2c1COC(C)(C)C2	-4.0	-4.4
COC(=O)C1CN(Cc2cn(Cc3ccccc3)nn2)CCS(=O)(=O)N1Cc1ccc(OC)cc1 (stereo not drawn)	1.4	-7.0

# (further entries)
SMILES	mHTT CaM bind	Pf apPOL inh
CCC1CN(C(=O)NC2CCCC2)c2cc(C)ccc2O1 (stereo not drawn)	1.6	-1.8
CCC1c2ccc(C)n2CCN1C(=O)Nc1cc(C)ccc1OC (stereo not drawn)	4.3	1.2
CCCN1CCN(C(=O)CC2CCN(c3ccnc(NC)n3)CC2)CC1	4.1	-4.9
Cc1cc(C=C2C(=O)c3ccccc3C2=O)c(C)n1-c1cccc([N+](=O)[O-])c1	9.0	0.8
CC(NC(=O)C1CCN(C(=O)c2ccc(F)cc2)CC1)c1ccccc1 (stereo not drawn)	-1.0	-11.4
CN(C)c1cccc(C(=O)N2CCC(CCOCc3cccc(F)c3)CC2)c1	47.8	-6.1
N#Cc1c(SCC(=O)NC2CC2)sc2c(=O)[nH]c(=O)[nH]c12	-5.4	/
COc1ccccc1NC(=O)CSc1oc(-c2ccco2)nc1S(=O)(=O)c1ccccc1	4.0	-5.9

# Following part
SMILES	mHTT CaM bind	Pf apPOL inh
COc1ccc(-c2cc(C(=O)N3CCCC3c3cccc(F)c3)on2)cc1 (stereo not drawn)	-8.6	0.0
COc1cccc(C(=O)Oc2ccc3c(=O)c(-c4ccc(OC)c(OC)c4)coc3c2)c1	-4.9	-3.1
Cc1ccc2c(c1)C(c1ccc(F)cc1)N(C(=O)c1cc3ccccc3oc1=O)CC(=O)N2 (stereo not drawn)	33.0	-2.4
O=C(CCc1ccc2nc(-c3ccccc3)[nH]c2c1)N1CCCCC1	2.9	-6.4
N#CC(=Cc1ccc(C#Cc2ccccc2)cc1)C(=O)c1ccco1	/	13.5
O=C(O)CC(c1ccccc1)N1C(=O)c2ccccc2C1=O (stereo not drawn)	-1.7	-7.4
N#CC1=C(N)C(C#N)(C#N)C2=CCCC2C12CCCCC2 (stereo not drawn)	0.2	/
CN1CCN(C(CNS(=O)(=O)c2ccccc2F)c2ccsc2)CC1 (stereo not drawn)	-1.7	-1.7

# Later entries:
SMILES	mHTT CaM bind	Pf apPOL inh
CCCCN(CC)CCCNC(=O)c1cn(C2CCCC2)c(=O)c2c1c1ccccc1n2C	6.0	-6.9
CCc1nc(SCC(=O)Nc2ccc(OC)cc2)c(C#N)cc1C	-2.0	-1.4
CC1=C(C(N)=O)C(c2cccc(O)c2)n2nc(SCc3ccccc3)nc2N1 (stereo not drawn)	6.0	-4.8
O=C(c1cc(F)cc(F)c1)N1CCC(CCOc2ccc(F)cc2)CC1	-41.1	2.5
COc1ccc(-c2noc(-c3cccc(Cl)c3)n2)cc1	-11.2	-9.6
Cc1ccc(-n2nc3c(c2NC(=O)Cc2ccccc2)CSC3)cc1	39.0	-1.5
Cc1oc2cc(OC(=O)C3CC3)ccc2c(=O)c1-c1ccc(Cl)cc1	-18.8	-2.2
COc1ccc(CN2CCOCC2)cc1C	1.1	2.6

# Remaining list, next part
SMILES	mHTT CaM bind	Pf apPOL inh
COc1ccc(CCNC(=O)NS(=O)(=O)c2ccc(C)cc2)cc1OC	-0.1	-1.5
Cn1c(=O)[nH]c(=O)c2c1nc(Nc1ccc(S(N)(=O)=O)cc1)n2CC(=O)O	-7.2	-2.0
Cn1cnc([N+](=O)[O-])c1NC1Cc2ccccc2C1	/	6.1
CCc1ccc(CNC(=O)C2=C3CCCN3c3ccc(F)cc3S2(=O)=O)cc1	3.9	-8.9
CCOC(=O)c1nnn(-c2nc(N3CCCC3)nc(N3CCCC3)n2)c1C	-3.0	/
O=C1CCCC2=C1C(c1cccnc1)n1nc(SCc3ccccc3)nc1N2 (stereo not drawn)	2.0	-5.9
O=C(CN1CCc2ccccc2C1C(=O)N1CCCC1)N1CCN(c2ccccc2)CC1 (stereo not drawn)	22.3	-1.7
N#CC1(C#N)C2CCCCC23OC(=N)C1(C#N)C(c1cccs1)O3 (stereo not drawn)	38.0	-3.0

# Record cards (already shown).
# O=C1CCCC2=C1C(c1cccnc1)n1nc(SCc3ccccc3)nc1N2 (stereo not drawn) in the list: mHTT CaM bind = 2.0; Pf apPOL inh = -5.9
# COc1ccc(CCNC(=O)NS(=O)(=O)c2ccc(C)cc2)cc1OC in the list: mHTT CaM bind = -0.1; Pf apPOL inh = -1.5

# Following part
SMILES	mHTT CaM bind	Pf apPOL inh
COc1ccc(C2(CNC(=O)c3cc(-c4ccccc4)n[nH]3)CCOCC2)cc1	4.8	-5.8
COCCNc1nc(SCc2cc(F)cc3c2OCOC3)nc2ccccc12	14.0	-4.3
Fc1ccc(CNc2ncnc3ccccc23)cc1	-3.0	-0.8
OC(COc1ccc(Br)cc1)CN1CCN(c2ccccn2)CC1 (stereo not drawn)	3.7	3.0
CN(C)C(CNC(=O)C(=O)Nc1ccncc1)c1cccs1 (stereo not drawn)	-1.4	-0.8
Cc1ccc(CC(=O)NC2CCN(c3nnc4cccc(C)n34)CC2)cc1	3.2	-7.4
Cc1noc(C)c1S(=O)(=O)N1CCC(CC(=O)N2CCCCCC2)CC1	-9.3	-0.3
CCn1ccc(C(=O)N2CCC(n3c(-c4ccco4)nc4cccnc43)C2)n1 (stereo not drawn)	3.1	0.8
CCCNC(=O)c1nnn(-c2ccccc2Cl)c1-c1ccncc1	-0.6	-0.9

# An excerpt from further up, as a working copy:
SMILES	mHTT CaM bind	Pf apPOL inh
N#CC1(C#N)C2CCCCC23OC(=N)C1(C#N)C(c1cccs1)O3 (stereo not drawn)	38.0	-3.0
COc1ccc(C2(CNC(=O)c3cc(-c4ccccc4)n[nH]3)CCOCC2)cc1	4.8	-5.8
COCCNc1nc(SCc2cc(F)cc3c2OCOC3)nc2ccccc12	14.0	-4.3
Fc1ccc(CNc2ncnc3ccccc23)cc1	-3.0	-0.8
OC(COc1ccc(Br)cc1)CN1CCN(c2ccccn2)CC1 (stereo not drawn)	3.7	3.0
CN(C)C(CNC(=O)C(=O)Nc1ccncc1)c1cccs1 (stereo not drawn)	-1.4	-0.8
Cc1ccc(CC(=O)NC2CCN(c3nnc4cccc(C)n34)CC2)cc1	3.2	-7.4
